# CHT allo act = allosterically activates the human high affinity choline transporter. Q9GZV3. actives 0.49% (n = 310,000). AID 488977. CHT-expressing cells, membrane potential dye, choline EC20; stronger effect = higher value; LV-AA mutant CHT in HEK293 cells. B-score at 10 µM;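 active means initial fluorescence not abnormally high and integrated response B-score, plate-corrected, over 3 SD above library mean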
# Target sequence (Q9GZV3 whole entry, looked up): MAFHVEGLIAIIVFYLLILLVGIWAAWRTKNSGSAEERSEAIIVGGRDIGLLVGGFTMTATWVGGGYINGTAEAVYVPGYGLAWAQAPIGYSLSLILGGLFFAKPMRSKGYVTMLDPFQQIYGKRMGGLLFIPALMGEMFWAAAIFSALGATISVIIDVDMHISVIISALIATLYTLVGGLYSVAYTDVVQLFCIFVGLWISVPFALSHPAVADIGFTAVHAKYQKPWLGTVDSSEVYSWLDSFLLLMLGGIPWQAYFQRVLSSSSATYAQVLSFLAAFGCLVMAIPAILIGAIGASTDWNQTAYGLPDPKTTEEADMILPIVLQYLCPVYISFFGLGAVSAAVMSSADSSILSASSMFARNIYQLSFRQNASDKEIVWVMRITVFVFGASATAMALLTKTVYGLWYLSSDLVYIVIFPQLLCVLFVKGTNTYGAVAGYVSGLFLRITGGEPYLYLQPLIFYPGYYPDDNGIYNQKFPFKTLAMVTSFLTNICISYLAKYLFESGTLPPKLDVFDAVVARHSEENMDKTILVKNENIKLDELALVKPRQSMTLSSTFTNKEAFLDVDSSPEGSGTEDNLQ
# OX1R antag = human HCRTR1 antagonism; CHO/OX1R cells, Fluo-8 calcium fluorescence, orexin A; inhibition, % at 5 µM; actives 0.43% (n = 330,000); AID 434989;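 active means inhibition above its plate's threshold, mean inhibition of all tested compounds on the plate plus 3 SD, cut at about 37% in these data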;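 further: 0% = orexin A challenge wells and 100% = SB-334867-A antagonist wells; not every result past the cut was called active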
# Target sequence (O43613 whole entry, looked up): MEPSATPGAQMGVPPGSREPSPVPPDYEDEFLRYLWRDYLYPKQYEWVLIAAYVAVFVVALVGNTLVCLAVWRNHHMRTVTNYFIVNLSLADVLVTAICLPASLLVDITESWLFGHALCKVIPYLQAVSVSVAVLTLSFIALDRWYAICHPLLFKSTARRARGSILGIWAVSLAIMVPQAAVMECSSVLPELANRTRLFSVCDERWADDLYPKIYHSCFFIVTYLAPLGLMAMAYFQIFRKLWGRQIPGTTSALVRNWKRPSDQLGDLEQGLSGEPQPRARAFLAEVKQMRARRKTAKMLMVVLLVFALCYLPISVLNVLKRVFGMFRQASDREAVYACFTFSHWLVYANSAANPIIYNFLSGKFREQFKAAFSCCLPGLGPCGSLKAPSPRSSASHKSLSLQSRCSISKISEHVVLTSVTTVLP
# Starred values were filed as active, the others as inactive; i = inactive; x = not tested or not shown. Rows were taken by chance. Share with any hit: about 0.83%.
SMILES | CHT allo act | OX1R antag
CC(C)(C)c1ccc(C(=O)c2c[nH]c(C(=O)NCc3cccs3)c2)cc1 | i | -7
CCN1CCCC1CNS(=O)(=O)c1cc(Br)cc2c1N(C(=O)C1CC1)CC2 (configuration not stated) | i | -23
CCN1C(=O)N[C@@H](c2cccc(F)c2)C(C(C)=O)=C1C | i | -22
CC1CCC/C(=C\c2ccc(O)cc2)C1=O (configuration not stated) | i | -2
CCC(CC)c1nnc(NS(=O)(=O)Cc2ccccc2)s1 | i | 6
C[C@H](NC(=O)N1CCn2c1nc1ccccc12)C(=O)NCc1ccccc1 | i | -6
Cc1ccc(OCc2n[nH]c(=S)n2-c2ccccc2)cc1C | i | -6
Cc1cc(O)c(C(=O)/C=C/c2ccccc2O)c(=O)o1 | i | x
CC1(C)OC(=O)C(=CNc2cccc(O)c2)C(=O)O1 | i | -5
COC(=O)c1cc(S(=O)(=O)NCCc2sccc2C)c[nH]1 | i | -2
Fc1cccc(COc2ccccc2C(=S)N2CCCC2)c1 | i | -23
O=C(NC1CCCCC1)c1ccc([N+](=O)[O-])o1 | i | -20

# Another view of some results above:
# Sequence of screens – CHT allo act	OX1R antag
CC(C)(C)c1ccc(C(=O)c2c[nH]c(C(=O)NCc3cccs3)c2)cc1
  i	-7
CCN1CCCC1CNS(=O)(=O)c1cc(Br)cc2c1N(C(=O)C1CC1)CC2 (configuration not stated)
  i	-23
CCN1C(=O)N[C@@H](c2cccc(F)c2)C(C(C)=O)=C1C
  i	-22
CC1CCC/C(=C\c2ccc(O)cc2)C1=O (configuration not stated)
  i	-2
CCC(CC)c1nnc(NS(=O)(=O)Cc2ccccc2)s1
  i	6
C[C@H](NC(=O)N1CCn2c1nc1ccccc12)C(=O)NCc1ccccc1
  i	-6

# Remaining list, next part:
SMILES | CHT allo act | OX1R antag
Cc1ncc(CO)c(/C=N/NC(=O)c2ccc(O)cc2)c1O | i | 6
Cc1c(NS(=O)(=O)c2cc(C(=O)N(C)Cc3ccccc3)ccc2Cl)c(=O)n(-c2ccccc2)n1C | x | -53
COc1ccc(CCC(=O)NC2CCCN(Cc3ccc(Cl)cc3)C2)cc1OC (configuration not stated) | i | -18
COC(=O)c1ccc(N/C=C\C(=O)c2ccc3c(c2)OCO3)cc1 | i | -14
C=CCn1c(C)nc2c(sc3nc4c(cc32)COC(C)(C)C4)c1=O | i | -1
CCC(=O)N1CCc2cc(S(=O)(=O)NC(C(=O)NCc3ccc(C)cc3)C(C)C)ccc21 (configuration not stated) | i | -11
Oc1[nH]c2ccccc2c1N=Nc1c(F)c(F)c(Cl)c(F)c1F | i | -4
O=C1Nc2ccccc2C1c1ncc(C(F)(F)F)cc1Cl (configuration not stated) | i | -11
Cc1csc(SCC(=O)NC(C)c2ccccc2)n1 (configuration not stated) | i | -20
CCn1c(=N)n(CC(=O)c2ccc(Br)s2)c2ccccc21 | i | -16
CCc1c(C)[nH]n(CCC#N)c1=O | i | 2
CC1(/[N+]([O-])=C/c2cccc(Cl)c2)CCCCC1=O (configuration not stated) | i | -12
COC(=O)c1c(C(=O)OC)c(-c2ccc(F)cc2)n2c1CS(=O)C2 (configuration not stated) | i | 3
NC(=O)C1CCN(C(=O)c2cc(S(=O)(=O)N3CCOCC3)c(Cl)cc2Cl)CC1 | i | -12
C[C@H](CO)N1C[C@H](C)[C@@H](CN(C)S(=O)(=O)c2cccs2)Oc2ccc(NC(=O)c3ccncc3)cc2C1=O | x | -15
COc1cc(C2C(C(=O)c3cccs3)=C(O)C(=O)N2CCN2CCOCC2)cc(OC)c1OC (configuration not stated) | i | 0
CC12CCC(C(=O)NCCCN3CCOCC3)(OC1=O)C2(C)C (configuration not stated) | i | -13
C/C(=N/NC(=O)c1sc(NS(=O)(=O)c2ccc(C)cc2)nc1C)c1sc(N)nc1C | i | 1
NNC(=O)Nc1cccc(C(F)(F)F)c1 | i | -21
COc1ccc(C(CNC(=O)c2ccc(S(=O)(=O)N(C)C)cc2)N2CCCC2)cc1 (configuration not stated) | i | -9
CC1(C)Cc2c(c(-c3ccccc3)nc(N3CCCC3)c2C(N)=O)CO1 | i | -6
O=C(O)CSCC(=O)Nc1ccccn1 | i | -6
CCCCCCCCC(=O)N/N=C(\C)c1ccco1 | i | -5
CCOc1ccccc1-c1nc(-c2cc3ccc(C)cc3[nH]c2=O)no1 | i | -8
CC(=O)N1CCN2C(=O)C1CCCC(=O)c1cc(C)ccc12 (configuration not stated) | i | 5
O=C(/C=C/Nc1cccc(C(F)(F)F)c1)c1ccco1 | i | -17
OCCCn1c(C2CCCN2c2nc(-c3ccc(Cl)cc3)cs2)nc2cc(Cl)c(N3CCCCC3)cc21 (configuration not stated) | i | -36
Cn1c(-c2cnn(-c3ccccc3)c2N)n[nH]c1=S | i | -8
CSc1oc(-c2ccccc2)nc1S(=O)(=O)c1ccc(C)cc1 | i | -26
Cc1cc(NC(=O)CCC(=O)N(Cc2ccco2)C2(C(=O)NC3CCCC3)CCCCC2C)no1 (configuration not stated) | i | -9
CN(C(=O)CCc1nnc(Cc2ccc(-c3ccccc3)cc2)o1)C1CCOCC1 | i | -22
O=C(CSc1nc2ccccc2n1CC(=O)N1CCCC1)Nc1ccc2c(c1)OCO2 | i | -33
CCC(Sc1nc(C)cc(=O)[nH]1)C(=O)Nc1sc2c(c1C#N)CCCC2 (configuration not stated) | i | -2
CN1/C(=C\C(=S)NC(=O)c2cccc(Br)c2)C(C)(C)c2ccccc21 | i | -20
CCc1nc(N)c(C#N)c(-c2ccc(O)c(OC)c2)c1C | i | -2
N#Cc1ccccc1S(=O)(=O)N1CCN(C(=O)[C@H](Cc2ccccc2)NC(=O)c2ccco2)CC1 | x | -17

# Filtered by structure: the compounds so far with a cyano group
SMILES | CHT allo act | OX1R antag
CCc1c(C)[nH]n(CCC#N)c1=O | i | 2
CCC(Sc1nc(C)cc(=O)[nH]1)C(=O)Nc1sc2c(c1C#N)CCCC2 (configuration not stated) | i | -2
CCc1nc(N)c(C#N)c(-c2ccc(O)c(OC)c2)c1C | i | -2
N#Cc1ccccc1S(=O)(=O)N1CCN(C(=O)[C@H](Cc2ccccc2)NC(=O)c2ccco2)CC1 | x | -17

# The list goes on.
SMILES | CHT allo act | OX1R antag
CC(C)Oc1ccc(S(=O)(=O)N(C(C)C)C(C)C)cn1 | i | -2
COc1ccc2[nH]c3c(N4CC(C)OC(C)C4)ncnc3c2c1 (configuration not stated) | i | -16
Cc1ccc2ncnc(Nc3ccc(C)c(C)c3)c2c1 | i | -29
COCCn1c(CN2CCN(c3ccccc3)CC2)nc2c1c(=O)n(C)c(=O)n2C | i | -23
COc1ccc(C(=O)NNC(=O)OC(C)(C)C)cc1 | i | -6
COC(=O)c1[nH]c2c(c1C)C(=O)CC(c1cc(OC)ccc1OC)C2 (configuration not stated) | i | -31
O=C(CCCC(=O)N1CCN(c2ccccc2F)CC1)c1ccccc1 | i | -25
Cc1ccc(-c2nc(N)n(C(=O)c3ccco3)n2)cc1 | i | -6
COc1cc2c(cc1OC)CN(C(=O)c1sccc1C)CC2 | i | -8
COC(=O)C1CCN(C(=O)/C=C/c2ccccc2)CC1 | i | 2
O=C(c1c(F)cccc1F)N(Cc1ccccn1)C1CCCC1 | i | -22
COc1ccc(CNC(=O)COc2cccnc2[N+](=O)[O-])cc1 | i | -13
COC(=O)c1c(-c2ccc(S(C)(=O)=O)cc2)sc2ccc(OC)cc12 | x | 6
COc1ccc(CSc2nnnn2Cc2ccccc2)cc1OC | i | -13
O=C(NCCCn1ccnc1)c1sc2cccc(F)c2c1Cl | i | -29
Cn1c(=NC(=O)c2cccc([N+](=O)[O-])c2)sc2ccccc21 | i | -8
CC(OC(=O)CCCc1c[nH]c2ccccc12)C(=O)Nc1ccc(S(N)(=O)=O)cc1 (configuration not stated) | i | 4
CCN1CCN(CCCNC(=O)Cn2cc3c(n2)CCCC3)CC1 | i | -14
COc1cccc(C(=S)N2CCOCC2)c1OS(=O)(=O)c1ccc(Cl)cc1 | i | -23
COc1ccc(CNC(=O)c2cc3cccc(OC)c3oc2=N)cc1 | i | -1
Nc1nc(-c2cccs2)c(NC(=O)c2ccccc2)s1 | i | -16
CCCCCCCNC(=O)COc1ccc2c(c1)C(=O)CC(C)(C)O2 | i | -16
COc1ccc(S(=O)(=O)N2CCOC2CNC(=O)C(=O)NCc2ccc3c(c2)OCO3)cc1OC (configuration not stated) | i | -20
C/C(=N/Nc1ccc([N+](=O)[O-])cc1)c1c[nH]c2ccccc12 | i | x
CCCCNC(=O)c1cn(C)c2ccc(S(=O)(=O)N3CC(C)CC(C)C3)cc2c1=O (configuration not stated) | i | 9
COc1ccc(-c2cccc(NC(=O)c3ccco3)c2)nn1 | i | -23
CCOCCCNC(=O)Cn1cnc2c(cnn2-c2ccc(C)c(C)c2)c1=O | i | -17
CN1CCN(c2nc(-c3ccc(Cl)cc3Cl)nc3ccccc23)CC1 | i | -21
CCOC(=O)c1noc(C)c1C(=O)Nc1cccc(F)c1 | i | -11
CC(=O)NNc1nc2ccccc2s1 | i | -1
NC(=S)N/N=C/c1ccccc1OC(=O)c1cc2ccccc2oc1=O | i | 1
COc1ccc(Cl)cc1NC(=O)CNc1ccc(F)cc1C | i | -30
COc1ccc(N(C(=O)c2snc(C(N)=O)c2N)C(C(=O)NCC2CCCO2)c2ccc3ncccc3c2)cc1OC (configuration not stated) | i | 0
Cc1cc(N2C(=O)CC(N3CCN(c4ccc(C(=O)c5cccs5)cc4)CC3)C2=O)no1 (configuration not stated) | i | -7
Cc1cc(C)n(-c2ccc(C(=O)Nc3ccc(S(=O)(=O)NCc4ccco4)cc3)cc2)n1 | i | 28
C=C1N(C)c2cc([N+](=O)[O-])c(N)cc2C1(C)C | i | -22
Cn1c(=NC(=O)C2=NNC(=O)CC2)sc2ccccc21 | 6.9* | -8
CC1CN(C)C(c2ccccc2)C(C)C12NC(=O)NC2=O (configuration not stated) | i | -12
Cc1cc(N2CCN(S(=O)(=O)c3ccc(Cl)cc3)CC2)c2ccccc2n1 | i | 24
CCOC(=O)C1(Cc2ccc(OC)cc2)CCN(C(=O)CN2CCCCC2=O)CC1 | i | -15
N/C(Cc1ccc(Cl)cc1Cl)=N\OC(=O)Cc1ccc(Cl)cc1 | i | -24
CCCc1cc2c(=O)c(-c3ccccn3)coc2cc1OC | i | -36
COc1ccccc1-n1c(=O)[nH]c2c(C(N)=O)nc(C3CCCCC3)nc21 | i | -14
CCCOc1ccc(-c2nc(-c3ccc(N)cc3)cs2)cc1 | i | -22
CC(=O)c1cccc(NC(=S)NC(=O)c2ccc(Cl)cc2)c1 | i | -15
CC(=O)c1ccc(NC(=O)COC(=O)Cc2ccsc2)cc1 | x | -2
Oc1ccc(CCNc2ncnc3ccc(Cl)cc23)cc1 | i | 43*
NC(=O)C1CCN(C(=O)CNC(=O)c2ccc(F)cc2)CC1 | x | -7
O=C(NCCCN1CCCC1=O)c1ccc(NS(=O)(=O)c2ccc(F)cc2)cc1 | x | -16
CN(C)Cc1c(-c2ccc(Cl)cc2)nc2ccccn12 | i | -27
Cc1ccc(C(=O)N(Cc2cccnc2)Cc2cc3cc(C)ccc3n3nnnc23)cc1 | i | -27
O=C(Nc1ccccc1)N1CCN(c2nc(-c3ccccc3)ns2)CC1 | i | -4
COc1ccc(Cn2nnnc2CN(Cc2cc3cc(C)ccc3[nH]c2=O)C2CCCC2)cc1 | i | -10
CN(C)C(=O)c1cn(-c2ccccc2)nc1-c1cc2ccccc2oc1=O | i | -15
Cc1ccc2c(c1)C1CC(C)(O2)N(c2cccc(C(=O)NC3CCN(Cc4ccccc4)CC3)c2)C(=O)N1 (configuration not stated) | i | -29
O=C(Oc1c(-c2ccccc2)oc2ccccc2c1=O)c1ccccc1 | i | -21
COc1ccc(N(C(=O)c2snc(C(N)=O)c2N)C(C(=O)NC2CCCC2)c2ccco2)cc1 (configuration not stated) | i | -37
c1ccc2c(N3CCCCCC3)nc(-c3ccncc3)nc2c1 | i | -20
CC(=O)Nc1ccc(N=Cc2c(O)c(C(=O)Nc3ccccc3)cc3ccccc23)cc1 | i | 10
Cc1ccccc1NS(=O)(=O)c1ccc(OCC(=O)NCc2ccccn2)cc1 | i | -23

# The listing continues:
SMILES | CHT allo act | OX1R antag
Cc1occc1-c1nnc(SCC(=O)NC2CCCC2)n1-c1ccccc1 | i | -29
Cc1ccccc1OC(C)C(=O)Nc1cccnc1 (configuration not stated) | i | -4
O=C(COC(=O)/C=C/c1ccc(F)cc1)Nc1cccc(S(=O)(=O)N2CCCC2)c1 | i | 11
COc1ccc(/C=N/Nc2cc(=O)n(C)c(=O)n2C)cc1OC | i | -19
O=C(O)c1cn(-c2ccccc2)c(=O)c2ccccc12 | i | -13
Cc1ccccc1-c1nc(C#N)c(N2CCCCC2)o1 | i | -21
CCNc1c(NC(C)=O)c(=O)oc2ccccc12 | i | 4
O=C(/C=C/c1ccccc1Cl)Nc1cccc(O)c1 | i | -31
Cc1cccc(C(=O)N2CCN(c3ccccn3)CC2)c1 | i | -16
O=C(CSc1nnc(-c2ccccn2)o1)Nc1ccccc1 | i | 0
c1ccc(C(c2ccccc2)N2CCN(Cc3nnnn3C3CCCC3)CC2)cc1 | i | -33
Cc1cccc(C(=O)Nc2cccnc2Cl)c1 | i | 1
COc1ccc(-n2nnc3c(=O)n(Cc4ccccc4C)cnc32)cc1 | i | -5
Cc1ccc(C(=O)NCCNC(=O)COc2ccc(C)c(C)c2)cn1 | i | -12

# Screens deposited in PubChem by several laboratories.
